AMPAR-TARP mod = modulates AMPAR-stargazin complexes; O88602+P19491; HEK293 GluA2+stargazin, membrane potential dye (FDSS), glutamate EC50; hits were called plate by plate, in both directions; calls only at 30 µM; 3.5% of 40,000 active; AID 1259245;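 active = any of four per-well response measures lying three or more SD from its plate-wide compound average, in either direction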
Target sequence (O88602 whole entry, looked up): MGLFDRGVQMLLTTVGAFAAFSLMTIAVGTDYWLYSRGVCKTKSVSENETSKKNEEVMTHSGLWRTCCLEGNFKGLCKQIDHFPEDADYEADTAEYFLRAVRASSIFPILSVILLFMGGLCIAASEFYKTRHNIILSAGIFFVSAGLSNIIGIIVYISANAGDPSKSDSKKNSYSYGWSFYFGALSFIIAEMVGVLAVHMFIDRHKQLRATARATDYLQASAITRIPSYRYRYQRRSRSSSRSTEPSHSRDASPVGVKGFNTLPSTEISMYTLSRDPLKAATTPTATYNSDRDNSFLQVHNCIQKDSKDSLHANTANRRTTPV
Target sequence (P19491 whole entry, looked up): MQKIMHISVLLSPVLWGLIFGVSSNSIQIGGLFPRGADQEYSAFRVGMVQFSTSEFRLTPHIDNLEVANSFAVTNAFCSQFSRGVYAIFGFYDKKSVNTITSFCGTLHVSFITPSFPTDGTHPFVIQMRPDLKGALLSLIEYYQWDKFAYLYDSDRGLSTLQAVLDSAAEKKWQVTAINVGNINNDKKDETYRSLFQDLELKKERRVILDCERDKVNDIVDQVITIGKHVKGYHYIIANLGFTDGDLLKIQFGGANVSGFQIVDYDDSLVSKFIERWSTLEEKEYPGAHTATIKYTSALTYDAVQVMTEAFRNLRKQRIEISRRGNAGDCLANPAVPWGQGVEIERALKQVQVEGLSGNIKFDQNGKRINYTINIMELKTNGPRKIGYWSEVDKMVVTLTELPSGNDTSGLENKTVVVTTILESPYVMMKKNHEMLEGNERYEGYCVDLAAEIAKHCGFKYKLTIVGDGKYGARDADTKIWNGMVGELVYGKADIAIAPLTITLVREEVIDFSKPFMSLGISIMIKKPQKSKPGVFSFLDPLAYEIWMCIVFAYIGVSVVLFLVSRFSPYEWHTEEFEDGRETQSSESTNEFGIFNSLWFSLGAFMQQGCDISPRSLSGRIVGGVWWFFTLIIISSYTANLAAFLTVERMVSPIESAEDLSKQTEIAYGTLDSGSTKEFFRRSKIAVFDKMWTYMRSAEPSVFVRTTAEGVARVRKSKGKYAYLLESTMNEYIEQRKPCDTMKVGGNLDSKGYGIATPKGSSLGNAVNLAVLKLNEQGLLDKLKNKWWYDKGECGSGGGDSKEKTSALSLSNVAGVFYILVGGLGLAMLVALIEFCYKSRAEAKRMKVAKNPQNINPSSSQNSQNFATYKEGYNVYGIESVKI
AMPAR-TARP mod agonism max-min = also measured in AMPAR-TARP mod; calls as there; compound max-min signal; compound-alone response (agonism);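 unitless range of fluorescence divided by baseline over first 100 seconds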
AMPAR-TARP mod glutamate slope = further read-out of AMPAR-TARP mod, marked with its call; glutamate slope, % of max; measured here: glutamate response slope, % max;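 scaled per plate between vehicle wells and maximal 1 mM glutamate control wells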
Active calls of the source: *; i = inactive; + = active, no number. A portion of the library; count on the stated rates, not on these rows.

Value order: AMPAR-TARP mod	AMPAR-TARP mod agonism max-min	AMPAR-TARP mod glutamate slope
- COC(=O)c1ccc2c(=O)n(Cc3ccc(Cl)cc3)c(SCC(=O)C(C)(C)C)nc2c1
→ i	0.11	65
- CCOC(=O)C(=O)N1CCN(c2ncnc3c2nnn3-c2cccc(OC)c2)CC1
→ i	0.054	39
- Cc1cc(NC(=O)C(=O)NCCN2CCOCC2)ccc1N1CCCC1=O
→ i	0.088	47
- COc1ccc(-c2ccc(OCCNS(=O)(=O)c3cccc(Cl)c3)nn2)cc1
→ i	0.046	61
- O=C(Nc1ccccc1)Nc1cccc(-c2ccc(N3CCCC3)nn2)c1
→ i	0.16	49
- COc1ccc(N2CCCn3c2nc2c3c(=O)n(C)c(=O)n2C)c(OC)c1
→ i	0.067	55
- Cn1nnc2c(N3CCC(O)CC3)ncnc21
→ i	0.05	53
- COc1ccc(N2CCN(CCN3C(=O)c4ccccc4C3=O)CC2)cc1
→ i	0.097	8
- Cc1cc(C)c(NC(=O)c2nnn(Cc3nc(-c4ccc(Cl)cc4)oc3C)c2C)c(C)c1
→ i	0.12	60
- COc1ccc(C2=NN(C(C)=O)C(c3cc(Br)c(OC)c(OC)c3)C2)cc1 (configuration not stated)
→ i	0.031	57
- Fc1ccc(Nc2nc(N3CCOCC3)c3[nH]cnc3n2)cc1
→ i	0.22	44
- O=C(CCCn1nc(-c2ccc(Cl)cc2)ccc1=O)NCc1cccs1
→ i	0.073	62
- COC(=O)c1cc(OC)c(OC)cc1NC(=O)C(c1ccccc1)N1CCOCC1 (configuration not stated)
→ i	0.071	66
- CCc1nnsc1C(=O)Nc1ccc(S(N)(=O)=O)cc1
→ i	0.11	61
- COc1ccc(NS(=O)(=O)c2ccc3c(c2)OCCO3)cc1N1CCCCC1=O
→ i	0.041	43
- NC(=O)C1Cc2ccccc2N1C(=O)c1cc(Cl)ccc1Cl (configuration not stated)
→ i	0.099	49
- COc1ccc(Cl)cc1C(=O)Nc1nnc(-c2ccnn2C(C)C)o1
→ +	0.12*	49*
- O=C(CSc1nc(=O)n(CC2CCCO2)c2c1CCCC2)Nc1ccc2c(c1)OCCO2 (configuration not stated)
→ i	0.069	54
- N#Cc1nc(-c2ccc(S(=O)(=O)N3CCc4ccccc4C3)cc2)oc1NCC1CCCO1 (configuration not stated)
→ i	0.15	81
- CCOC(=O)Cn1c(C2CC(=O)N(c3ccc(C)c(Cl)c3)C2)nc2ccccc21 (configuration not stated)
→ i	0.11	55

Looked up one by one from the entries so far, four records:
Value order: AMPAR-TARP mod	AMPAR-TARP mod agonism max-min	AMPAR-TARP mod glutamate slope
- Fc1ccc(Nc2nc(N3CCOCC3)c3[nH]cnc3n2)cc1
→ i	0.22	44
- NC(=O)C1Cc2ccccc2N1C(=O)c1cc(Cl)ccc1Cl (configuration not stated)
→ i	0.099	49
- COC(=O)c1cc(OC)c(OC)cc1NC(=O)C(c1ccccc1)N1CCOCC1 (configuration not stated)
→ i	0.071	66
- COc1ccc(NS(=O)(=O)c2ccc3c(c2)OCCO3)cc1N1CCCCC1=O
→ i	0.041	43

Next section.
Value order: AMPAR-TARP mod	AMPAR-TARP mod agonism max-min	AMPAR-TARP mod glutamate slope
- CCOC(=O)N1CCc2c(sc(NC(=O)c3cccc(C)c3)c2-c2nc3ccccc3s2)C1
→ i	0.12	62
- COc1ccc(CC(=O)Nc2ccc(CC(=O)NC3CC3)cc2)cc1
→ i	0.08	47
- Cc1nnc(NC(=O)C2CN(c3nc4c(C(F)(F)F)cccc4s3)C2)s1
→ i	0.098	65
- COc1cc(NC(=O)CSc2nccn(-c3cc(C)cc(C)c3)c2=O)cc(OC)c1
→ i	0.07	55
- COc1ccc(/C=C/C(=O)c2ccc(OC)cc2OC)c(OC)c1
→ i	0.1	59
- COc1ccc(N2CCCn3c2nc2c3c(=O)n(Cc3ccc(C)cc3)c(=O)n2C)c(OC)c1
→ i	0.061	62
- CCCCN1CC(c2nc3ccccc3n2Cc2ccccc2Cl)CC1=O (configuration not stated)
→ i	0.14	52
- Cc1cccc(NC(=O)NCCNc2ccc(Nc3ccncc3)nn2)c1C
→ i	0.14	51
- Cc1ccc(N2CC(c3nc4ccccc4n3Cc3ccccc3)CC2=O)cc1C (configuration not stated)
→ i	0.053	38
- Cc1cnc(NC(=O)C2CN(c3nc4ccccc4s3)C2)s1
→ i	0.18	80
- O=C(NCCc1ccc(Cl)cc1)c1csc(NS(=O)(=O)c2ccccc2)n1
→ i	0.056	36
- CC(=O)Nc1cccc(NC(=O)Cn2nc(-c3ccco3)c3sc(N4CCCCC4)nc3c2=O)c1
→ i	0.077	37
- O=C(c1cccc(C(F)(F)F)c1)N1CCN(Cc2nc(-c3cccs3)cs2)CC1
→ i	0.15	56
- CCOc1cccc2sc(N(CCCN(C)C)C(=O)c3ccn(C)n3)nc12
→ i	0.15	40
- CS(=O)(=O)c1ccc(CC(=O)Nc2ccc(O)c(-c3nc4ccccc4s3)c2)cc1
→ i	0.083	57
- COc1ccc(OC)c(Nc2nc(CC(=O)NCc3ccc(F)cc3)cs2)c1
→ i	0.15	51
- CC(=O)N1CCc2ccc(NC(=O)Nc3ccc4c(c3)OCO4)cc2C1
→ i	0.07	47
- Cn1nnc2c(=O)n(CC(=O)NCC3CCCO3)cnc21 (configuration not stated)
→ i	0.085	62
- COc1cc(Cl)c(C)cc1NC(=O)CCc1ccccc1
→ i	0.08	83
- O=C(NCC#CCN1CCc2ccccc2C1)c1ccc(=O)[nH]c1
→ i	0.13	48
- COc1cc(-c2noc(Cn3cnc4c(cnn4-c4ccc(F)cc4)c3=O)n2)cc(OC)c1OC
→ i	0.026	44
- COc1ccc(-c2nc(CNC(=O)Cn3cnc(-c4cccs4)cc3=O)cs2)cc1
→ i	0.1	60
- CCOc1ccc(S(=O)(=O)N2c3ccccc3CC2C)cc1 (configuration not stated)
→ i	0.075	52
- CCOc1cn(-c2ccc(F)cc2)nc1C(=O)N1CCN(c2ccccc2)CC1
→ i	0.053	63
- O=C(NCC1CCN(C2CCCC2)CC1)c1ccc(Cl)cc1
→ i	0.048	47
- CCOc1ccc(NC(=O)CSc2ncc(S(=O)(=O)c3ccc(C)c(Cl)c3)c(=O)[nH]2)cc1
→ i	0.097	83
- COCCn1c(=NC(=O)c2ccno2)sc2cc(S(C)(=O)=O)ccc21
→ i	0.091	39
- Cc1ccc(N2CCN(S(=O)(=O)N(C)C)CC2)cc1Cl
→ i	0.11	64
- COc1cccc(S(=O)(=O)N2CCN(c3ccccc3)CC2)c1
→ i	0.085	48
- COc1cn(CC(=O)Nc2ccc(C)cc2C)c(CSc2nnc(C)s2)cc1=O
→ i	0.053	54
- CC(=O)Nc1ccc(S(=O)(=O)Nc2ccc3c(c2)C(=O)N(C)CCO3)c(C)c1
→ i	0.061	11
- Cc1ccc(NC(=O)CN2N=NC3C(=O)N(c4ccc(F)c(Cl)c4)C(=O)C32)cc1C (configuration not stated)
→ i	0.11	54
- C=CCNC(=O)C(=O)NCCC(c1ccccc1)c1ccccc1
→ i	0.11	61
- COc1ccc(Cl)c2sc(N3CCN(C(=O)c4ccn(C)n4)CC3)nc12
→ i	0.12	45
- Cc1c(NC(=O)CN2CCOCC2)c(=O)n(-c2ccccc2)n1C
→ i	0.11	41
- COc1ccc(CC(=O)N2CCN(c3ncnc4c3nnn4C)CC2)cc1
→ i	0.094	44
- COc1ccc(CCNC(=O)CS(=O)(=O)c2ccc(Cl)s2)cc1OC
→ i	0.084	40
- COc1ccc(-c2csc(NC(=O)c3ccc(S(=O)(=O)N(C)C4CCCC4)cc3)n2)cc1
→ i	0.078	53
- O=S(=O)(NCC1CCN(C2CCCC2)CC1)c1cccs1
→ i	0.03	55
- C=CCc1c(C)nc2c(-c3ccccc3)cnn2c1NCCCn1ccnc1
→ i	0.16	51
- Cc1cccc(NC(=O)C(=O)NCC(O)c2cccn2C)c1C (configuration not stated)
→ i	0.1	60
- COc1ccccc1-c1cc(-c2cc(Cl)ccc2O)n[nH]1
→ i	0.042	71
- CN(C)CCCN1C(=O)C(=O)/C(=C(/O)c2ccccc2)C1c1ccccn1 (configuration not stated)
→ i	0.1	57
- O=S(=O)(NCC1(c2cccs2)CC1)c1ccc(OC(F)(F)F)cc1
→ +	0.15*	9.9*
- CC(C)NC(=O)c1nsc(C(=O)NCc2ccccc2)c1N
→ i	0.11	63
- Cc1csc(C(=O)NCC2CCN(C(=O)COc3ccccc3)CC2)c1
→ i	0.073	59
- COc1ccccc1-c1c(C)nn2c(-n3nc(C)cc3C)cc(C)nc12
→ i	0.11	59
- Cc1noc(C)c1S(=O)(=O)NCC1CCN(C(=O)/C=C/c2ccco2)CC1
→ i	0.086	51
- CC(Sc1nc(=O)cc(N)n1-c1ccccc1)C(=O)Nc1ccccc1 (configuration not stated)
→ i	0.047	41
- Cc1cccc(N2CC(c3nc4ccccc4n3C(C)C)CC2=O)c1 (configuration not stated)
→ i	0.075	65

Next part.
Value order: AMPAR-TARP mod	AMPAR-TARP mod agonism max-min	AMPAR-TARP mod glutamate slope
- CCOC(=O)N1CCc2c(sc(NC(=O)c3ccc(C#N)cc3)c2-c2nc3ccccc3s2)C1
→ i	0.12	67
- COc1ccccc1NC(=O)CN1CCC(c2nc(-c3ccccc3Cl)no2)CC1
→ i	0.099	31
- CC(C)(C)C(O)CCNC(=O)c1cccc(Cl)c1 (configuration not stated)
→ i	0.08	43
- CCOCCOc1nc2c(c(=O)n(C)c(=O)n2C)n1Cc1ccc(C)cc1
→ i	0.04	49
- CC(=O)N1CCc2ccc(NS(=O)(=O)c3ccc(F)cc3)cc21
→ i	0.1	50
- NS(=O)(=O)c1ccc(NC(=O)CCCCCN2C(=O)c3cccc4cccc(c34)C2=O)cc1
→ i	0.063	80
- CC(C(=O)Nc1nc2ccccc2s1)N1C(=O)c2ccccc2S1(=O)=O (configuration not stated)
→ +	0.1*	24*
- O=C(Cc1cccs1)NCC(c1ccco1)N1CCOCC1 (configuration not stated)
→ i	0.12	62
- O=S(=O)(c1ccc(Cl)cc1)N1CCN(Cc2nc(-c3ccco3)cs2)CC1
→ i	0.15	56
- CS(=O)(=O)N1CCCC(C(=O)Nc2nnc(CS(=O)(=O)c3ccccc3)o2)C1 (configuration not stated)
→ i	0.078	33

Overlap with the part before: five compounds; new compounds follow.
Value order: AMPAR-TARP mod	AMPAR-TARP mod agonism max-min	AMPAR-TARP mod glutamate slope
- NS(=O)(=O)c1ccc(NC(=O)CCCCCN2C(=O)c3cccc4cccc(c34)C2=O)cc1
→ i	0.063	80
- CC(C(=O)Nc1nc2ccccc2s1)N1C(=O)c2ccccc2S1(=O)=O (configuration not stated)
→ +	0.1*	24*
- O=C(Cc1cccs1)NCC(c1ccco1)N1CCOCC1 (configuration not stated)
→ i	0.12	62
- O=S(=O)(c1ccc(Cl)cc1)N1CCN(Cc2nc(-c3ccco3)cs2)CC1
→ i	0.15	56
- CS(=O)(=O)N1CCCC(C(=O)Nc2nnc(CS(=O)(=O)c3ccccc3)o2)C1 (configuration not stated)
→ i	0.078	33
- Cc1nc(-c2ccc(F)cc2)sc1-c1cc(C(=O)N2CCN(c3ccccc3)CC2)n[nH]1
→ i	0.09	55
- COC(=O)c1ccccc1NC(=O)CNC(=O)c1cn(C)nc1OC
→ i	0.099	61
- Cn1nnc2c(SCc3cccc4ccccc34)ncnc21
→ i	0.024	38
- Cc1ccc(C)c(Sc2cc(N3CCC(C(=O)NCCc4ccccc4)CC3)ncn2)c1
→ i	0.11	53
- CC(O)(CNC(=O)NCCc1ccccc1)c1ccc(-c2ccccc2)cc1 (configuration not stated)
→ i	0.11	62
- CN(C)S(=O)(=O)c1ccc(C(=O)Nn2cnc3c(cnn3C(C)(C)C)c2=O)cc1
→ i	0.032	43
- CC(C)c1cc(=O)[nH]c(-n2nc(C3CC3)cc2NC(=O)C2CC2)n1
→ i	0.1	65
- COc1cc(OC)cc(C(=O)NCC2CCN(C)CC2)c1
→ i	0.071	61
- CCOc1cccc(-c2nc(C(N)=O)c3[nH]c(=O)n(-c4cccc(OC)c4)c3n2)c1O
→ i	0.088	51
- COc1ccc(-c2nc(NC(=O)c3ccc(S(=O)(=O)N(C)C4CCCC4)cc3)sc2C)cc1
→ i	0.062	47
- CCC(C(=O)N1CCN(c2ccc(-c3ccccn3)nn2)CC1)c1ccccc1 (configuration not stated)
→ i	0.14	28
- COc1ccc(NC(=O)Cc2ccc(SC)cc2)c([N+](=O)[O-])c1
→ i	0.12	48
- Cc1ccc2nc(C3CC(=O)N(c4ccccc4)C3)[nH]c2c1 (configuration not stated)
→ i	0.086	77
- Cc1cc(NC(=O)c2c(F)cccc2Cl)ccc1N1CCCC1=O
→ i	0.085	38
- CCOc1ccc2ccccc2c1C(=O)Nc1ccc(N2CCCC2=O)c(C)c1
→ i	0.083	61
- Cc1cccc(OCC(=O)NCCCn2nc(-c3ccccc3)ccc2=O)c1C
→ i	0.074	59
- Cn1c(=O)c2c(nc3n2CCCN3c2ccc(Oc3ccccc3)cc2)n(C)c1=O
→ i	0.07	37
- CC(C)S(=O)(=O)c1ccc(C(=O)Nc2sccc2C(N)=O)cc1
→ i	0.18	56
- COCC(=O)NCCn1nc(-c2cccs2)n(C)c1=O
→ i	0.15	65
- COc1ccc(S(=O)(=O)N2CCCOC2CNC(=O)C(=O)NCCN2CCOCC2)cc1 (configuration not stated)
→ i	0.1	57
- CS(=O)(=O)N1CCCCC1C(=O)Nc1nc2cc3c(cc2s1)OCCO3 (configuration not stated)
→ i	0.12	59
- CCCCN1C(SCC(=O)NCCC(C)C)=NS(=O)(=O)c2ccccc21
→ i	0.1	77
- CC1=C(C(=O)OCc2ccccc2)C(c2ccccc2OCc2ccccc2)NC(=O)N1 (configuration not stated)
→ i	0.061	67
- O=C(Oc1ccccc1)N1CCC(CNS(=O)(=O)c2ccc(C(F)(F)F)cc2)CC1
→ i	0.16	55
- CNC(=O)Cn1nnn(-c2ccc(NC(=O)c3ccccc3SC)cc2)c1=O
→ i	0.17	56
- O=C(Cn1cnc(-c2ccc(Cl)cc2)cc1=O)NCc1ccccc1OC(F)(F)F
→ i	0.097	59
- CCOC(=O)N1CCN(S(=O)(=O)c2ccc(F)c(OCC)c2)CC1
→ i	0.067	53

Source: PubChem
